Screening data (PubChem BioAssay)
aSyn yeast inh – qHTS of alpha-syn Inhibitors; Yeast expressing alpha-synuclein, growth rescue, BacTiter-Glo, 24 h; Potency, µM (titrated, usually from 46.1 µM), for inactives: at the highest dose growth rescue (activation), hits mostly activators; 370,000 compounds, 0.14% hits; AID 652106, 2013; also: % of control where 0% means no effect; nearly all actives have a fitted effect of over 65% in size
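Galactose-induced alpha-syn yeast (OD600=0.02, raffinose-pregrown) + pinned cpd, 24 hr, 30 deg C; growth by BacTiter-Glo luminescence. Growth restoration scores as activation.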
EPAC1 antag – qHTS for Antagonist of cAMP-regulated guanine nucleotide exchange factor 3 (EPAC1): primary screen; Rap guanine nucleotide exchange factor 3 (Homo sapiens), O95398; EPAC1 GEF assay, Rap1b-BODIPY-GDP exchange fluorescence; 360,000 compounds, 0.14% hits; Potency, µM (top dose mostly 115 µM), inactives show at the highest dose activity change, negative = inhibition, usual class: inhibitors;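 also: plate controls were vehicle for no effect and positive control for full effect; nearly all actives have a fitted effect of over 50% in size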
EPAC1 ag – qHTS for Agonist of cAMP-regulated guanine nucleotide exchange factor 3 (EPAC1): primary screen; Rap guanine nucleotide exchange factor 3 (Homo sapiens), O95398; EPAC1 agonist qHTS, biochemical assay; response scale: 100% = response to 6.5 mM cAMP; Potency, µM (titrated, usually from 154 µM), for inactives: at the top dose activation, hits mostly activators; 360,000 compounds, 0.073% hits; AID 720707, 2013; also: nearly all actives have a fitted effect of over 60% in size
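Nucleotide exchange assay: 100 nM EPAC1 with 250 nM Rap1B loaded with BODIPY-GDP and 50 uM GDP, room temperature. Fluorescence (480/540 nm) read every 5 min for 30 min; signal change normalized to 6.5 mM cAMP as full agonist.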
EPAC2 agonist – qHTS for Agonist of cAMP-regulated guanine nucleotide exchange factor 4 (EPAC2): primary screen; Potency, µM (top dose mostly 154 µM), without a hit: top-dose activation, usual class: activators; 360,000 compounds, 0.079% hits; EPAC2 activation, biochemical qHTS; response scale: 100% = 6.5 mM cAMP response; Rap guanine nucleotide exchange factor 4 (Homo sapiens), Q8WZA2; also: nearly all actives have a fitted effect of over 50% in size
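qHTS, titration series. 100 nM EPAC2 / 250 nM Rap1B-BODIPY-GDP / 50 uM GDP; RT; ex 480/em 540 nm, 5-min reads to 30 min. Norm. to 6.5 mM cAMP = activation.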
FUS yeast rescue – qHTS for Suppressors of FUS Proteinopathy: Primary screen using FUS-linked yeast assay; S. cerevisiae FUS-expressing, growth rescue, OD600, 24 h; AID 1347120, 2019; 390,000 compounds, 0.24% hits; Potency, µM (titrated, usually from 76.6 µM), inactives show top-dose growth rescue (activation), hits mostly activators;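 also: plate controls were DMSO vehicle for no effect and reference control for full effect; nearly all actives have a fitted effect of over 55% in size; some results filed as inactive show a strong effect at the top dose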
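Toxicity suppression screen in FUS-yeast. Cells induced with 2% galactose, starting OD 0.005, treated 24hr at 30C with compounds at multiple final concentrations; growth by OD600.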
TDP-43 yeast inh – qHTS of TDP-43 Inhibitors | TDP-43 expressing yeast growth rescue, BacTiter-Glo, 24 h | Potency, µM (highest dose often 46.1 µM), for inactives: at the top dose growth rescue (activation), hits mostly activators | 410,000 compounds, 1.8% hits | AID 652104, 2013; also: % of control where 0% means no effect; nearly all actives have a fitted effect of over 50% in size
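Growth rescue of TDP-43-toxic yeast measured as ATP luminescence (BacTiter-Glo). Cells grown to mid-log in raffinose, induced in galactose at OD600=0.02, exposed to compound 24 hr at 30 deg C.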
EPAC2 antagonist – qHTS for Antagonist of cAMP-regulated guanine nucleotide exchange factor 2 (EPAC2): primary screen. EPAC2 GEF exchange of Rap1B-BODIPY-GDP, fluorescence. Potency, µM (top dose mostly 114 µM), inactives show at the top dose activity, negative = inhibition, most hits filed as inhibitors. 360,000 compounds, 0.18% hits. Rap guanine nucleotide exchange factor 4 (Homo sapiens), Q8WZA2; also: % is scaled to controls: 0 for no effect and ±100 for the full control effect; nearly all actives have a fitted effect of over 45% in size; many of its hits are not listed in these tables
PTHR1 agonist – qHTS for PTHR1 Agonists: Primary Screen | Parathyroid hormone/parathyroid hormone-related peptide receptor (Homo sapiens), Q03431 | HEK293 GP2 PTHR1 cells, GloSensor cAMP luminescence, 1 h | Potency, µM (top dose mostly 115 µM), for the others: top-dose activation, actives largely listed as activators | 410,000 compounds, 0.075% hits | AID 743266, 2014; also: nearly all actives have a fitted effect of over 55% in size; some results filed as inactive show a strong effect at the top dose; inactives centre near -15; many of its hits are not listed in these tables
Target sequence (Q03431 whole entry, looked up): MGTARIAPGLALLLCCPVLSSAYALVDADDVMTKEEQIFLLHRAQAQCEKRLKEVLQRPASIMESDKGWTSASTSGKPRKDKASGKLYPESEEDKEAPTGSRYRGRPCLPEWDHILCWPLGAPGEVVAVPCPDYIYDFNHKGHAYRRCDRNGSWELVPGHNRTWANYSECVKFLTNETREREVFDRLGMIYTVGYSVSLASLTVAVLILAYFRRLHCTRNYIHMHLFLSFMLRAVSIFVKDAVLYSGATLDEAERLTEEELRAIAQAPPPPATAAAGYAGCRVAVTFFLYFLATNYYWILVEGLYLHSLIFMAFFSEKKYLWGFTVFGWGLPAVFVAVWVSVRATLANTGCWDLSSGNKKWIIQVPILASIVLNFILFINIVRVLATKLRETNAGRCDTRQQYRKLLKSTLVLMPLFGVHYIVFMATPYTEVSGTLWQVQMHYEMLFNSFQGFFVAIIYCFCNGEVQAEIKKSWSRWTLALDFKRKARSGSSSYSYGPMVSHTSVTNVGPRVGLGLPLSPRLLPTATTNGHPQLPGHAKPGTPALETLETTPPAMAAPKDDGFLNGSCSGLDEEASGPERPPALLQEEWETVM
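HEK-293-derived GP2 cells expressing PTHR1 and a GloSensor cAMP reporter, 3,000/well, plated overnight, given luciferin plus IBMX (each 0.5 mM as added) for 1 h at 37 °C, then compound for 1 h at 37 °C. Luminescence was read after 15 min at room temperature.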
* hit, by the source's call; i = inactive; ? = inconclusive; nt = not tested or not shown; & = joins results of further samples; [ ] = dose if it differs, or a comment. Calls follow the shape of the dose curve; as a rule, active = well fitted curve in the direction sought with a large enough effect; inconclusive = small, poorly fitted or top-dose-only effect, or another doubt; inactive = no such curve, though single readings can be large; an effect the other way counts as inactive or inconclusive. Potency is read from the fitted curve at half-maximal effect. These rows are one share of the data, so the mix of outcomes need not match the whole.

Value order – aSyn yeast inh, EPAC1 antag, EPAC1 ag, EPAC2 agonist, FUS yeast rescue, TDP-43 yeast inh, EPAC2 antagonist, PTHR1 agonist
Cc1ccn(CC(=O)NC2CCCN(Cc3ccccc3F)C2)n1 (stereo not drawn)
→ -7%, -14%, -1%, 6%, 0%, 17%, 4%, i
O=C(NCCOc1ccccc1)C(=O)NCC1CCCO1 (stereo not drawn)
→ 7%, -23%, 3%, -10%, 13%, 3%, -4%, i
O=C(c1cc(-c2ccc(F)cc2)on1)N1CCCC1
→ -5%, -14%, 3%, -7%, nt, 21%, 4%, -24%
O=C(Nc1nnc(SCc2ccccc2)s1)c1cccs1
→ -7%, -5%, -3%, -2%, -5%, -5%, 10%, -18%[57.5 µM]
Cc1nnsc1NC(=O)OCc1ccccc1Cl
→ -25%, 15%, 8%, -4%, -7%, 20%, 10%, -66%[57.5 µM]
COc1cc(NS(=O)(=O)c2ccc(NC(=O)c3ccc(F)cc3)cc2)ncn1
→ 1%, 14%, 5%, 4%, nt, -21%, 12%, -31%[inhibitor]
COc1ccc(OCC(O)CN2CCCCC2)cc1 (stereo not drawn)
→ 1%, 4%, -1%, 1%, -19%, 20%, 6%, i
CC(C)(C)N1CC(COc2ccccc2)OC1=O (stereo not drawn)
→ 5%, 4%, 0%, -6%, 6%, -1%, 9%, i
O=[N+]([O-])c1cc([N+](=O)[O-])c(Oc2ccc(Cl)c3cccnc23)cc1NN1CCCCC1
→ 7%, -12%, -12%, 5%, -14%, 8%, 3%, i
CCOc1ccccc1-n1c(COc2ccc(C)cc2)nnc1SCC(N)=O
→ -1%, 0%, 3%, 4%, 20%, -9%, -4%, i
CCN(CC)C(=S)Oc1ccc(Cl)cc1Cl
→ -3%, 3%, 12%, 13%, 5%, -4%, ?, -11%
O=S(=O)(/N=C(/Nc1ccc(Cl)c(S(=O)(=O)Nc2ccccc2Cl)c1)c1ccc(F)cc1)c1ccccc1
→ 0%&-2%, -6%&14%, 15%&7%, 20%&21%, 4%&9%, -16%&-7%, 4%&1%, -34%&-27%[inhibitor]
COc1ccc(OC)c(NC(=O)C2CCN(c3ncccn3)CC2)c1
→ 4%, 10%, 4%, 6%, -10%, 8%, 1%, -6%
O=C1NC[C@H](CC2CCCCC2)N(CCc2cccc3ccccc23)C1=O
→ 0%, -6%, 3%, 3%, 19%, -1%, -6%, -22%
CCOc1ccc(S(=O)(=O)N2CCC(C(=O)OCc3cccc(OC)c3OC)CC2)cc1
→ -10%, -1%, 10%, 2%, 31%, 2%, -5%, -11%
CC(=O)Nc1nc(C)nc(C)c1C(C)=O
→ -2%, 3%, -4%, 2%, -22%, -3%, 15%, i
CC(C)c1ccc(/C=N/N2CCN(c3ccccn3)CC2)cc1
→ -7%, 17%, -4%, 3%, 2%, -13%[1.82 µM], -1%, -28%
CCCCc1c(O)nc(SCC(=O)O)[nH]c1=O
→ 8%, 5%, 0%, 3%, -11%, -14%, 5%, -7%
CC1(C(=O)NS(=O)(=O)c2cccc(OC(F)F)c2)CCN1C(=O)C1CCCCC1 (stereo not drawn)
→ 1%, 2%, 3%, 9%, -10%, 26%, 15%, i
CCC1Oc2ccccc2N(CC(=O)N2CCCC2)C1=O (stereo not drawn)
→ -9%, 8%, -13%, 4%, -33%, 8%, 2%, i

Single values from the results shown.
For FUS yeast rescue, CCN(CC)C(=S)Oc1ccc(Cl)cc1Cl reads 5%
For TDP-43 yeast inh, O=S(=O)(/N=C(/Nc1ccc(Cl)c(S(=O)(=O)Nc2ccccc2Cl)c1)c1ccc(F)cc1)c1ccccc1 reads -16%&-7%

Next section.
Value order – aSyn yeast inh, EPAC1 antag, EPAC1 ag, EPAC2 agonist, FUS yeast rescue, TDP-43 yeast inh, EPAC2 antagonist, PTHR1 agonist
CC(=O)N1CCN(C(=O)c2ccc3c(c2)OCO3)CC1
→ -6%, 14%, -1%, 0%, -48%, -12%, 5%, -7%
CCCn1cc(CN2CCC(n3nccc3NC(=O)c3ccc4c(c3)OCO4)CC2)c(C)n1
→ 5%, 7%, 12%, 1%, -6%, 2%, 0%, i
Cc1ccsc1/C=N/NC(=O)c1ccc2nc[nH]c2c1
→ 1%, -11%, -2%, -5%, 2%, 13%, -18%, i
NC(=O)c1cccc(-c2ccnc3c2CC(C(=O)NCCc2ccccc2)O3)c1 (stereo not drawn)
→ -9%, 24%, -5%, -3%, -12%, 2%, 7%, -30%
Cc1ccc(-c2c(C)n3c4c(=O)n(C)c(=O)n(C)c4nc3n2-c2cccc(O)c2)cc1
→ 10%, nt, nt, nt, 16%, 11%, nt, -20%
CCOC(=O)C1CCN(S(=O)(=O)c2cc(Cl)c(C)cc2OC)CC1
→ 17%, -7%, 10%, -13%, -14%, 0%, -1%, -5%
O=C(Nc1ccc2[nH]ncc2c1)c1ccccc1Br
→ -8%, -15%, 13%, -2%, 16%, -8%, -5%, 1%
CCCC1=Nc2cc(C(=O)NCCN3CCOCC3)ccc2Sc2ccccc21
→ 0%, -6%, 13%, 2%, 17%, 5%, 2%, -18%
CCOC(=O)C(Cc1ccc(NC(=O)/C(=C/c2ccc(OC(C)=O)cc2)NC(C)=O)cc1)N1C(=O)c2ccccc2C1=O (stereo not drawn)
→ -3%, 2%, 8%, 1%, ?, -3%, 5%, -34%[inhibitor]
O=c1ccc(-c2ccc(S(=O)(=O)Nc3cccc(F)c3)o2)n[nH]1
→ -3%, 24%, -4%, 6%, 32%, -2%, 3%, -32%[inhibitor]
NC(=O)CS(=O)(=O)c1nc2ccccc2n1CC(=O)N1CCCCC1
→ -3%, 3%, 7%, 0%, 22%, -21%, 2%, 16%[57.5 µM]
COc1cccc(C(=O)Nc2nc(-c3ccc(S(=O)(=O)N4CCOCC4)cc3)cs2)c1
→ 4%, -6%, 15%, -3%, 4%, 4%, -6%, -22%
Cc1ccc(Oc2nsnc2N2CCOCC2)cc1
→ nt, 5%, 4%, 5%, -11%, -8%, 11%, -21%
Cc1ccc(C)c(OCCC(=O)Nc2cccc(S(=O)(=O)NC3=NCCCCC3)c2)c1
→ 0%[1.84 µM], -4%, 1%, 6%, ?, -8%, -11%, -94%[inhibitor]
CC(=O)Nc1c(Br)cc(N2C(=O)CCC2=O)cc1Br
→ 5%, -2%, 0%, 1%, -5%, 8%, -3%, -24%[57.5 µM]
CSc1ccc(/C=N/NC(=O)CNc2ccc3ccccc3c2)cc1
→ 3%, -2%, 23%, 4%, 11%, 9%, -18%, i
O=C(C1CCCCC1)N1C[C@H](O)[C@@H](n2cc(-c3ccc(F)cc3)nn2)C[C@@H]1c1ccccc1
→ -34%[inhibitor], -13%, 9%, 5%, 34%, 11%, -7%, -23%
CCCN1C(=O)/C(=C/c2ccco2)SC1=Nc1ccc(OC)cc1
→ 5%, 9%, 9%, -6%, 0%, -5%, 0%, i
CCN1C(=O)[C@H]2[C@@H](c3ccc(SC4CCCCC4)cc3)N3CCCC[C@@]3(C(=O)OC)[C@H]2C1=O
→ -1%, -7%, -6%, 2%, 15%, 6%, -14%, 11%
CCOc1ccc(CC(=O)OCN2C(=O)c3ccccc3C2=O)cc1
→ 6%, -2%, 0%, 4%, 14%, ?, -2%, -6%[57.5 µM]
CCOC(=O)Cc1csc(NC(=O)c2cc(C)on2)n1
→ 1%, -17%, 20%, 8%, -10%, 11%, -4%, i
Cc1cc(C)n2c(NC3CCCCC3)c(-c3cccnc3)nc2n1
→ -2%, -15%, 6%, 7%, 5%, 10%, 0%, i
CCOc1cc2c(cc1OC)C(NC(=O)C(F)(F)F)CC2=O (stereo not drawn)
→ 3%, -4%, 4%, 4%, 2%, -9%, 1%, i
CS(=O)(=O)N(CC(=O)N1CCc2ccccc2C1)c1cccc([N+](=O)[O-])c1
→ 7%, -11%, 6%, 11%, 14%, 15%, -13%, i
CC(C)CCN1CC(=O)N2[C@@H](Cc3c([nH]c4ccccc34)C2(C)C)C1=O
→ 1%, -15%, -1%, -4%, -10%, 9%, -12%, i
COC(=O)[C@]12CCCCC=C1N(CCC1=CCCCC1)C(=O)[C@H](CC(=O)NCC13CC4CC(CC(C4)C1)C3)C2
→ 7%, -13%, -3%, 6%, 37%, 22%, 2%, i
Cc1cc(Cl)ccc1OC(C)c1nnc(N)s1 (stereo not drawn)
→ 0%, -12%, 4%, 14%, 14%, -2%, -11%, ?
Cc1ccc(N(CC(=O)NC(C)(C)C)C(=O)CCC(=O)Nc2nccs2)cc1C
→ -2%, -9%, 2%, -1%, 2%, -9%, 5%, -17%

Grouped by structure, the compounds so far containing a Cl atom
Value order – aSyn yeast inh, EPAC1 antag, EPAC1 ag, EPAC2 agonist, FUS yeast rescue, TDP-43 yeast inh, EPAC2 antagonist, PTHR1 agonist
Cc1nnsc1NC(=O)OCc1ccccc1Cl
→ -25%, 15%, 8%, -4%, -7%, 20%, 10%, -66%[57.5 µM]
O=[N+]([O-])c1cc([N+](=O)[O-])c(Oc2ccc(Cl)c3cccnc23)cc1NN1CCCCC1
→ 7%, -12%, -12%, 5%, -14%, 8%, 3%, i
CCN(CC)C(=S)Oc1ccc(Cl)cc1Cl
→ -3%, 3%, 12%, 13%, 5%, -4%, ?, -11%
O=S(=O)(/N=C(/Nc1ccc(Cl)c(S(=O)(=O)Nc2ccccc2Cl)c1)c1ccc(F)cc1)c1ccccc1
→ 0%&-2%, -6%&14%, 15%&7%, 20%&21%, 4%&9%, -16%&-7%, 4%&1%, -34%&-27%[inhibitor]
CCOC(=O)C1CCN(S(=O)(=O)c2cc(Cl)c(C)cc2OC)CC1
→ 17%, -7%, 10%, -13%, -14%, 0%, -1%, -5%
Cc1cc(Cl)ccc1OC(C)c1nnc(N)s1 (stereo not drawn)
→ 0%, -12%, 4%, 14%, 14%, -2%, -11%, ?
